tuberculosis growth = growth inhibition of non-replicating M. tuberculosis (AID 488890). Mycobacterium tuberculosis non-replicating, growth inhibition; higher % means a stronger effect. one-dose inhibition, % at 25 µM; IC50 in µM for titrated hits. 320,000 tested, 0.39% active; in the data active = a potency from the dose series; inconclusive = inhibition mostly from about 82% at the one dose, without a potency; inactive = the rest, 99 in 100 with inhibition below about 76%;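 note: plate controls were DMSO cells for no effect and high antibiotic wells for full effect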
H1N1 NS1A inhibition = H1N1 influenza NS1A inhibitors, functional cell based assay (AID 504329); NS1A functional cell-based assay, percent inhibition; higher % means a stronger effect; one-dose inhibition, % at 12.5 µM; IC50 in µM for titrated hits; 340,000 tested, 0.3% active; in the data active = a potency from the dose series; inconclusive = inhibition above about 27% without an active follow-up result; note: strong numbers were not always called active
Salmonella PhoP GFP = PhoP regulon inhibitors, Salmonella typhi PhoP promoter GFP reporter, confirmatory (AID 1850); Salmonella Typhi PhoP-promoter GFP reporter, fluorescence, 4 h; higher % means a stronger effect; inhibition, % at 50 µM; hits with a dose series show IC50 in µM; 310,000 tested, 0.33% active; in the data active = a potency from the dose series; inconclusive = inhibition mostly from about 25% at the one dose, without a potency; inactive = the rest, 99 in 100 with inhibition below about 19%;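 note: 0% = induced wells with vehicle and 100% = uninduced wells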
M. tuberculosis HTS = M. tuberculosis growth inhibition, HTS (AID 449762); inhibition, % at 25 µM; hits with a dose series show IC50 in µM; 330,000 tested, 0.59% active; M. tuberculosis H37Rv growth inhibition, 7H9 media; higher % means a stronger effect; in the data active = a potency from the dose series; inconclusive = inhibition above about 70% without an active follow-up result;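 note: bacterial growth assessed after seven days of incubation; strong numbers were not always called active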
inhibitors of VEEV = inhibitors of VEEV TC-83 cytopathic effect, confirmation, Vero cells (AID 588727). Vero cells, VEEV TC-83 cytopathic effect inhibition; higher % means a stronger effect. one-dose inhibition, % at 20 µM; IC50 in µM for titrated hits. 350,000 tested, 0.13% active; in the data active = a potency from the dose series; inconclusive = inhibition mostly from about 14% at the one dose, without a potency; inactive = the rest, 99 in 100 with inhibition below about 12%; note: strong numbers were not always called active
inhibitors of VEEV 10K pilot screen = further read-out of inhibitors of VEEV, marked with its call; inhibition, %; measured here: 10K pilot screen inhibition
Numbers without * were called inactive; i = inactive; ? = inconclusive; · = no result given; & = joins results of further samples.

SMILES	tuberculosis growth	H1N1 NS1A inhibition	Salmonella PhoP GFP	M. tuberculosis HTS	inhibitors of VEEV	others
O=C(NCCC1CCCCN1S(=O)(=O)c1cccs1)C(=O)NCc1ccccc1 (stereo not given)	·	-5%	3%	-1%	i
COc1ccc(S(=O)(=O)N2CCOCC2)cc1NC(=O)CN1CCCc2ccccc21	16%	-16%	·	5%	i
COc1ccc(N2CCOCC2)c(NC(=O)COc2cccc(C)c2C)c1	16%	-11%	0%	-5%	7.8%
C=CCC[C@@H](Cc1ccc(F)cc1)C(=O)O[C@H](CNC(=O)[C@@H](CC=C)CC(=O)N[C@H](CO)Cc1ccccc1)c1ccccc1	12%	-16%	·	-3%	0.6%
O=C(NN1CCOCC1)c1cc(S(=O)(=O)Nc2cccc(C(F)(F)F)c2)ccc1Cl	-16%	-4%	-4%	-3%	1.0%
CCOC(=O)N1CCN(C(=O)CSc2nnc(-c3cc(OC)ccc3OC)o2)CC1	·	10%	·	·	1.5%
Cc1ccc(OCC(=O)Nc2ccc3c(c2)nc(CCN2CCCCC2)n3C)cc1	63%	4%	4%	-2%	3.1%
O=C(N/N=C/c1ccc(OC(F)F)cc1OC(F)F)c1cccc(S(=O)(=O)N2CCOCC2)c1	12%	-1%	-9%	5%	1.2%
COc1cccc(N2CCN(CC(=O)NC(=O)NCc3ccco3)CC2)c1	19%	6%	5%	7%	1.5%
COc1cccc(NS(=O)(=O)c2ccc3c(c2)CC(=O)N3)c1	27%	-3%	·	3%	3.2%
S=C(NC1CCCCC1)N1CCOCCOCCN(C(=S)NC2CCCCC2)CCOCCOCC1	19%	·	-2%	-4%	2.6%
Cc1ccccc1OCc1nc2ccccc2c(=O)n1/N=C/c1cn[nH]c1-c1ccc(Br)cc1	-4%	13%	12%	9%	2.7%
Cc1cc(C(=O)N/N=C/C=C/c2cccc([N+](=O)[O-])c2)n[nH]1	8%	-5%	3%	2%	2.1%
OCC1(CCc2ccccc2)CCCN(C/C=C/c2ccccc2)C1 (stereo not given)	?	-42%	0%	3%	0.4%
Cc1ccc(C)c(N2N=C(C(=O)NCCN3C(=O)S/C(=C\c4cccnc4)C3=O)CCC2=O)c1	6%	-7%	9%	0%	2.9%
CC1=CN2C(=N)/C(=C/c3ccco3)C(=O)N=C2S1	-26%	1%	-1%	-7%	2.7%
COc1ccc(-c2cnnn2-c2ccc([N+](=O)[O-])cc2)cc1	0%	-8%	7%	9%	1.8%
CCOC(=O)CCc1c(C)nc(SCCCn2c(=O)[nH]c3ccccc32)c(C#N)c1C	3%	-6%	-13%	-6%	i
COc1cc(CC(=O)Nc2ccc3nc(SC)sc3c2)cc(OC)c1OC	64%	16%	4%	?	0.9%
CCC1C(=O)CC(c2ccco2)NC1c1ccco1 (stereo not given)	26%	5%	8%	-2%	0.4%
Cc1cccc(-n2ncc3c(N4CCC(C)CC4)ncnc32)c1	·	0%	-10%	13%	4.4%
COC(=O)C1=C(c2cccc3c2S(=O)(=O)c2ccccc2-3)C[C@@H]2CC[C@H]1N2C(=O)N1CCc2cc(OC)c(OC)cc2C1	-20%	10%	·	24%	9.2%
Cc1cc(C)c(NC(=O)C2CCCN2CCO)c(C)c1 (stereo not given)	-4%	0%	6%	-1%	i
COCCN1C(=O)N[C@@H](c2ccccc2)[C@H](C(C)=O)[C@H]1C	-9%	-11%	-16%	1%	0.7%	inhibitors of VEEV 10K pilot screen=1.2
Cc1c(Nc2nc(C(F)(F)F)nc3ccccc23)c(=O)n(-c2ccccc2)n1C	-5%	0%	7%	4%	0.1%

Gathered by group: the entries above with an aryl methoxy group (8)
SMILES	tuberculosis growth	H1N1 NS1A inhibition	Salmonella PhoP GFP	M. tuberculosis HTS	inhibitors of VEEV	others
COc1ccc(S(=O)(=O)N2CCOCC2)cc1NC(=O)CN1CCCc2ccccc21	16%	-16%	·	5%	i
COc1ccc(N2CCOCC2)c(NC(=O)COc2cccc(C)c2C)c1	16%	-11%	0%	-5%	7.8%
CCOC(=O)N1CCN(C(=O)CSc2nnc(-c3cc(OC)ccc3OC)o2)CC1	·	10%	·	·	1.5%
COc1cccc(N2CCN(CC(=O)NC(=O)NCc3ccco3)CC2)c1	19%	6%	5%	7%	1.5%
COc1cccc(NS(=O)(=O)c2ccc3c(c2)CC(=O)N3)c1	27%	-3%	·	3%	3.2%
COc1ccc(-c2cnnn2-c2ccc([N+](=O)[O-])cc2)cc1	0%	-8%	7%	9%	1.8%
COc1cc(CC(=O)Nc2ccc3nc(SC)sc3c2)cc(OC)c1OC	64%	16%	4%	?	0.9%
COC(=O)C1=C(c2cccc3c2S(=O)(=O)c2ccccc2-3)C[C@@H]2CC[C@H]1N2C(=O)N1CCc2cc(OC)c(OC)cc2C1	-20%	10%	·	24%	9.2%

Further records follow.
SMILES	tuberculosis growth	H1N1 NS1A inhibition	Salmonella PhoP GFP	M. tuberculosis HTS	inhibitors of VEEV	others
O=C(NCc1ccccn1)C1CCC(=O)N1C1CCCC1 (stereo not given)	·	26%	·	-1%	0.0%
CCOC(=O)N1CCN(Cc2nc(N)nc(Nc3ccc(OCC)cc3)n2)CC1	35%	-9%	5%	-12%	2.9%
CC(C)CN(C(=O)CSc1nncn1C)C1CCS(=O)(=O)C1 (stereo not given)	-6%	2%	·	1%	0.4%
Fc1ccc(NCc2cn3ccccc3n2)cc1	-1%	4%	-6%	3%	1.6%
O=C1OC(c2ccc(F)cc2)=N/C1=C\c1ccc(Br)o1	?	12%	-2%	9%	0.6%
O=C(COc1ccc2oc3c(c2c1)CCCC3)Nc1ccccn1	74%	3%	-4%&6%	62%	0.6%
CCOC(=O)C1(Cc2ccccc2C(F)(F)F)CCN(C2CCC2)CC1	15%	-10%	-8%	6%	2.1%
COC(=O)[C@]1(Cc2ccccc2)N[C@H](CN(C)C(=O)Nc2ccccc2)[C@@H]2C(=O)N(Cc3ccccc3)C(=O)[C@@H]21	-1%	-5%	·	2%	5.7%
O=[N+]([O-])c1ccc(N(CCO)Cc2ccccc2)c([N+](=O)[O-])c1	24%	7%	-6%	4%	i
Cc1cc(OCC(=O)Nc2ccc(CCO)cc2)c2c(C)c(C)c(=O)oc2c1	10%	5%	3%	-3%	3.5%
CC(OC(=O)C1CC(=O)N(Cc2ccccc2)C1)C(=O)Nc1ccccc1[N+](=O)[O-] (stereo not given)	8%	-14%	-5%	10%	1.3%
N#Cc1ccccc1Cn1c(=O)n(Cc2ccc(C(=O)NCc3ccco3)cc2)c(=O)c2ccccc21	3%	1%	-3%	17%	9.9%
Nc1nc(Nc2cccc(C(F)(F)F)c2)nc(C(F)(F)F)n1	12%	3%	-4%	50%	2.8%
CC1c2ccccc2N(NC(=O)Cc2ccccc2)C1C (stereo not given)	12%	-18%	-6%	-10%	i
COc1ccc(NC(=O)N(C2CCCCC2)C(C)c2ccco2)c(OC)c1 (stereo not given)	13%	6%	-2%	4%	0.7%
Cc1ccccc1OCC(=O)OC(C)C(=O)NC1CCCC1 (stereo not given)	15%	-17%	·	-4%	1.7%
CCN(CC)c1nc2c(s1)C(=O)CC(C)(C)C2	19%	1%	-3%	1%	0.3%
Cc1cccc(NC(=O)Cc2c(F)cccc2Cl)n1	0%	1%	7%	4%	0.9%
CN1CCN(C(=S)c2ccc(-c3cccc(Cl)c3Cl)o2)CC1	72%	29%	-5%	-7%	i
COc1cccc(OC)c1C(=O)NCCOc1cc(C)cc(C)c1	-5%	-6%	-3%	-5%	0.6%
CC(C)C(=O)N1CCN(c2ccccc2NC(=S)NC(=O)/C=C/c2ccco2)CC1	2%	2%	·	7%	4.5%
COC(=O)C1=C(c2c(C)noc2C)C[C@@H]2CC[C@H]1N2C(=O)N1CCC(O)(c2ccc(Cl)cc2)CC1	17%	-3%	·	-5%	0.4%
CSc1ncc(Br)c(N2CC2)n1	·	-19%	·	·	3.2%
O=C(CN1CCN(C(=O)C2CC2)CC1)Nc1cc(C(F)(F)F)cc(C(F)(F)F)c1	19%	-8%	·	-6%	0.8%
Cn1c(=O)[nH]c(=O)c2c1nc(SCCCO)n2CCCc1ccccc1	12%	1%	-2%	0%	0.9%

More results follow:
SMILES	tuberculosis growth	H1N1 NS1A inhibition	Salmonella PhoP GFP	M. tuberculosis HTS	inhibitors of VEEV	others
CCn1c2ccccc2c2cc(NC(=O)c3ccc(Br)o3)ccc21	26%	15%	5%	14%	8.2%
COc1ccc(N2C(=O)C3CC=C(Cl)CC3C2=O)cc1 (stereo not given)	-30%	2%	-7%	-9%	i
COc1ccc(Cl)cc1NC(=O)CN1CCN(S(=O)(=O)N2CCC(C)CC2)CC1	11%	-3%	-11%	2%	i
CCOC(=O)c1cc(NCc2cccs2)ccc1N1CCOCC1	-2%	-4%	2%	-11%	0.3%
CCn1nc(C)c(C(=O)Nc2cc(Oc3cc(C)cc(C)c3)cc([N+](=O)[O-])c2)c1C	14%	18%	-2%	99%	i
CCn1cc([N+](=O)[O-])c(C(=O)N2CCOCC2)n1	3%	1%	-5%	-5%	i
Cc1cc(C)c(C#N)c(N2CCOCC2)n1	6%	-1%	2%	-4%	0.5%
O=S(=O)(c1cccs1)N1CCCc2cccc(O)c21	17%	-1%	-3%	·	4.2%	inhibitors of VEEV 10K pilot screen=3.7
CCN(CC)C(=O)c1cc(-c2ccccc2OC)on1	·	-3%	1%	·	i
CCc1ccc(N(C(=O)c2csnn2)C(C(=O)NC2CCCCC2)c2ccncc2)cc1 (stereo not given)	13%	9%	6%	-1%	0.2%
COc1ccc(CC(=O)Nc2ccccc2Oc2ccccc2)cc1	8%	·	3%	7%	·
Cc1ccccc1C(=O)c1cccn1CC(=O)NCc1ccc(F)cc1	12%	-5%	2%	-2%	1.6%
COc1ccc(-n2nnnc2SCC(=O)NC2CCCC2)cc1OC	0%	5%	3%	0%	3.9%
CCCc1nc2c(C)ccc(C)c2c(N)c1CC	19%	0%	10%	3%	0.5%
O=C(CSc1nnc(-c2cnccn2)n1Cc1ccco1)c1ccc(Cl)cc1	29%	20%	-11%	-10%	1.9%
Cc1cc(C)c(OCC(O)CNC(C)(C)C)c(C)c1 (stereo not given)	34%	-6%	-4%	4%	i
CC1CC=C2C(C#N)=C(N)C(C#N)(C#N)C(c3cccs3)C2C1 (stereo not given)	40%	8%	0%	4%	4.4%	inhibitors of VEEV 10K pilot screen=4.6
O=C(CN1CCOCC1)Nc1c(C(=O)C2CC2)oc2ccccc12	19%	2%	3%	15%	0.5%
Cc1ccc(S(=O)(=O)N(C)c2ccc(OCC(=O)N3CCCC(C(F)(F)F)C3)cc2)cc1 (stereo not given)	-3%	1%	6%	-2%	2.4%
COc1ccc(C)cc1NS(=O)(=O)c1ccc(NS(=O)(=O)c2ccc(NC(C)=O)cc2)cc1	16%	-6%	-3%	-2%	i
CCOc1ccccc1-c1cc(C(=O)N2CCOCC2)c2ccccc2n1	-2%	-14%	-5%	-2%	7.9%
COc1cc(NC(=O)c2c(F)cccc2F)c(Cl)cc1Cl	-23%	·	2%	0%	4.9%
Cc1ccnc2c1NC(=O)c1cccnc1N2C1CC1	3%	1%	10%	16%	9.7%
CCOC(=O)c1ccc(Nc2cc(C)nc(-c3ccccc3)n2)cc1	-6%	4%	1%	3%	1.8%
CC1CN(S(=O)(=O)c2ccccc2)CN1C(=O)N1CCOCC1 (stereo not given)	-6%	2%	7%	6%	0.5%

Next section:
SMILES	tuberculosis growth	H1N1 NS1A inhibition	Salmonella PhoP GFP	M. tuberculosis HTS	inhibitors of VEEV	others
Cc1ccccc1NC(=O)Cc1cccs1	6%	-2%	-4%	-7%	i
Cc1ccccc1Cn1cc(CCC(=O)N2CCOCC2)c2ccccc21	0%	4%	-1%	-6%	i
Cc1ccc(C(=O)Nc2ccncc2)c(C)c1	-2%	-2%	-4%	3%	i
Cn1c(SCC(=O)NC2CCCCC2)nnc1-c1ccccc1F	5%	-11%	9%	-4%	1.1%
CCc1ccc(N(C(=O)c2csnn2)C(C(=O)NC(C)(C)CC)c2ccccn2)cc1 (stereo not given)	9%	1%	13%	3%	0.2%
Cc1nc2c(C(=O)NCc3cccs3)cnn2c(C)c1Cc1ccccc1	-10%	·	-5%	5%	·
COc1ccccc1C(=O)N/C(=C/c1ccc(Br)cc1)C(=O)NCCO	-1%	-4%	-11%	1%	0.6%
CCCn1c(CCc2ccccc2)n[nH]c1=S	25%	1%	11%	-3%	1.2%
O=c1[nH]c(-c2ccc(Cl)cc2)cs1	8%	-2%	-10%	29%	0.4%
CC(=O)c1ccc(N2CCN(C(C)C(=O)Nc3ccc4c(c3)OCCO4)CC2)cc1 (stereo not given)	25%	-3%	·	-6%	8.1%
CC(=O)c1cccc(-n2nnnc2SCC(=O)NNC(=O)C2CCCCC2)c1	-16%	-1%	-14%	4%	1.6%
COc1ccc(C(C)=O)cc1CS(=O)(=O)CC(=O)NCCc1c[nH]c2ccccc12	·	1%	·	1%	i

Screening data: PubChem, Southern Research Specialized Biocontainment Screening Center
